GSIS activator – GLuc luminescence reporter in INS-1E cells, primary screen for activators of glucose-dependent secretion of insulin | INS-1E GLuc reporter insulin secretion, 2-3 h | activation, % at 16.6 µM | 370,000 compounds, 0.61% hits | AID 743287, 2014;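 active = lowest replicate activation of at least 40%, so every replicate reaches that level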;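 also: 0% = median of neutral control wells and 100% = median of IBMX positive control wells; some compounds called inactive have numbers as strong as hits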
PAX8 inh HTS – inhibitors of PAX8-driven TPO luciferase reporter, primary screen, RMG-I cells, single concentration | SteadyGlo, 24 h | 360,000 compounds, 1.2% hits | AID 652154, 2013 | inhibition, % at 12.6 µM;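 active = mean replicate inhibition at least 60% with every replicate also reaching 60%; inconclusive = only one of the two criteria is met; inactive = mean below 60% and not all replicates reaching 60%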;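 also: luciferase light reporting Pax8 driven TPO promoter activity; plate controls were median of neutral control wells for no effect and mitoxantrone controls for full effect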
ARNT TACC3 PPI – disruptors of ARNT/TACC3 protein interaction, primary screen, biochemical, AlphaScreen, single concentration; AlphaScreen His-ARNT PAS-B/GST-TACC3 binding, luminescence; TACC3 fragment carries E629A point mutation; Transforming acidic coiled-coil-containing protein 3 (Homo sapiens), Q9Y6A5; inhibition, % at 9.99 µM; 390,000 compounds, 0.66% hits;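 active = mean inhibition of replicates at least 50% and at least half of replicates each reaching 50%; inconclusive = half or more replicates reach 50% but mean below 50%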;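 also: 0% = complete ARNT plus TACC3 wells and 100% = ARNT alone without TACC3; many hits fall short of the cut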
Statin myotox sup – suppressors of statin myotoxicity in C2C12 myotubes, primary screen, cell-based, single point, plate reader | C2C12 myotubes + simvastatin, ATP luminescence, 48 h; scaled: DMSO 0, geranylgeraniol control 100 | rescue of ATP level, % at 7.49 µM | 330,000 compounds, 0.78% hits | AID 602340, 2012;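 active = mean ATP rescue above about 67%, or every replicate alone reaching that limit, limit read from the data, passing the limit was not always enough; inconclusive = no clear call, values can overlap the other calls; inactive = mean under the limit and some replicate under it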;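 also: myotubes were challenged with 10 µM simvastatin during compound exposure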
Cneo AK release – Cryptococcus neoformans cell lysis inducers, primary screen, AK release luminescence, single concentration; 360,000 compounds, 0.2% hits; C. neoformans lysis, adenylate kinase release luminescence, 4 h; normalised: neutral wells 0, clomiphene wells 100; lysis activity, % at 15 µM;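 active = mean lysis activity across replicates of at least 80%, whatever share of replicates individually reach that level; inactive = mean lysis activity below 80%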
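Signal: Adenylate kinase release luminescence | Assay system: Log-phase Cryptococcus neoformans yeast cells | Input: Cells at 5 × 10^6 per mL | Buffer or medium: Fresh YPD growth medium | Compound: Single dose | Schedule: Static 4 h at 37 °C with compound, 1 h detection | Controls: Clomiphene | Read-out: Luminescence rise reflecting yeast cell lysis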
PGC1a acetyl inh – inhibitors of PGC1a acetylation signal, primary screen, cell-based, U2OS, AlphaScreen, inhibitor mode. 350,000 compounds, 0.17% hits. AID 651687, 2012. AlphaScreen anti-acetyl-lysine; with virally co-expressed GCN5 acetyltransferase. inhibition, % at 15.6 µM;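 active = every replicate shows inhibition of at least 40%; inconclusive = mean inhibition at least 40% but some replicate below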;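 also: 0% = neutral control wells and 100% = positive control wells; some results beyond the cut were filed as inactive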
LGR2 inh – inhibitors of bursicon-induced LGR2 CRE-luciferase signal, primary screen, cell-based, HEK293, CRE-luciferase reporter, bursicon stimulation; Drosophila bursicon receptor LGR2 (rickets); bursicon-stimulated, 4 h; inhibition, % at 9.99 µM; 380,000 compounds, 0.35% hits;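 active = drop in luminescence signal, shown as inhibition above about 50% in the replicate tests, limit read from the data, passing the limit was not always enough; inconclusive = probably only some replicates passing the limit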;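 also: agonist challenge used bursicon conditioned medium at about half maximal strength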
PglD DTNB – C. jejuni PglD acetyltransferase inhibitors, primary screen, biochemical, DTNB colorimetric, single point | UDP-N-acetylbacillosamine N-acetyltransferase PglD (Campylobacter jejuni) | purified PglD enzyme, DTNB colorimetric CoA detection | inhibition, % at 12.5 µM | 360,000 compounds, 0.098% hits | AID 602405, 2012; in the data active = inhibition above about 16%, passing the limit was not always enough; inconclusive = no clear call, values can overlap the other calls; also: strong numbers were not always called active
* marks the source's active call; other numbers are inactive results; ? = inconclusive; . = not tested or not shown. This is a random part of the collection; any-hit rate near 2.9%.

mol,GSIS activator,PAX8 inh HTS,ARNT TACC3 PPI,Statin myotox sup,Cneo AK release,PGC1a acetyl inh,LGR2 inh,PglD DTNB
CCN(C(=O)COC(=O)c1cc([N+](=O)[O-])ccc1N1CCCCC1)C1CCS(=O)(=O)C1 (stereo not drawn),8,-18,1,.,.,-3,-9,.
CCS(=O)(=O)Nc1ccc2c(c1)C(=O)N(C)[C@@H]1CC[C@H](CC(=O)N3CCOCC3)O[C@H]1CO2,3,3,5,-5,8,3,3,0
CCCn1cc(CN2CCC(n3nccc3NC(=O)CCOc3ccccc3)CC2)c(C)n1,8,-4,-1,-1,-2,-11,9,-1
CCN(CC)S(=O)(=O)c1ccc(-c2nnc(SCc3nnc(-c4ccccc4)o3)o2)cc1,19,.,-7,-86,0,15,17,0
COc1ccc(S(=O)(=O)n2nc(OC(C)=O)cc2N)cc1,-33,-18,-3,2,7,.,2,5
COc1cccc(C#Cc2ccc3c(c2)O[C@H](CN(C)S(=O)(=O)c2ccccc2F)[C@@H](C)CN([C@H](C)CO)S3(=O)=O)c1,7,13,-6,-30,-3,13,3,2
O=C(Nc1cccc(Cl)c1)N1C[C@H]2[C@@H](c3ccccc31)[C@@H](CO)N2CC1CCOCC1,0,-13,-5,-72,-13,-8,-5,0
Cn1c(SCC(=O)N2CCN(c3ccccc3)CC2)nnc1-c1ccccc1,.,15,-26,-12,-1,-8,.,-6
Cc1ccc(-c2cnc3c(c2)C(=O)N([C@@H](C)CO)C[C@@H](C)[C@H](CN(C)C(=O)c2cccnc2)O3)cc1,12,.,-2,14,3,9,-9,2
Cc1ccc(C)c(NC(=O)c2cc(-c3cc(C)c(C)cc3O)n[nH]2)c1,23,-64,22,-59,2,-6,-68,-2
O=C(NCCNC1CCCCC1)c1ccco1,13,-1,-2,8,7,8,0,2
Cc1ccc2oc(/N=C(\N)NC(=O)C(C)(C)C)nc2c1,7,29,12,.,0,-1,100*,2
COc1cc(CC(=O)O)c(C(C)=O)cc1OC,.,.,0,6,0,.,.,4
CC(C)CC#Cc1ccc2c(c1)O[C@@H](CN(C)C(=O)C1CC1)[C@@H](C)CN([C@H](C)CO)S2(=O)=O,-13,.,.,-3,.,-13,-6,.
Cc1cc(C)n(-c2nc3ccccc3nc2N2CCN(S(=O)(=O)c3ccc(F)c(C)c3)CC2)n1,9,.,-4,?,3,1,-8,-1
COCC(=O)N1CC[C@H]2[C@H](CO)Nc3ccc(-c4ccc(C(=O)N(C)C)cc4)cc3[C@H]21,18,4,-10,27,-5,5,3,0
CC(C)CC(CC(C)C)=NNC(=O)c1ccc(CSc2nncn2C)cc1,1,23,-2,3,-1,6,5,0
COc1cc(O)c(C(=O)/C=C/c2ccccc2)c(OC)c1,5,.,-3,13,-3,11,3,-2
Cc1ccc(S(=O)(=O)Nc2ccc3c(c2)C(=O)N([C@H](C)CO)C[C@H](C)[C@H](CN(C)C(=O)c2ccccc2)OCCCC[C@H](C)O3)cc1,-35,96*,1,.,-1,5,-16,2
COc1cc2c(cc1O)CCN(C(=O)c1ccco1)C2C (stereo not drawn),.,.,-7,-4,-3,-7,.,4
O=S(=O)(c1ccc2ccccc2c1)N1CCN(Cc2ccc(OCCO)cc2)CC1,.,-29,.,.,-11,17,.,3
Cc1c(/C=N/n2cnnc2)c2ccccc2n1CCOc1ccc(Cl)cc1,.,25,6,0,-5,.,.,-3
CCCNC(=O)C[C@H]1CC[C@H]2[C@@H](COC[C@@H](O)CN2Cc2ccncc2)O1,15,-13,2,1,-3,-9,7,10
COCCNC(=O)c1ccc2c(c1)ncn2-c1ccc(C)c(Cl)c1,-1,-15,0,-20,0,-12,2,-4

Filtered by structure: the entries above containing four or more nitrogen atoms
mol,GSIS activator,PAX8 inh HTS,ARNT TACC3 PPI,Statin myotox sup,Cneo AK release,PGC1a acetyl inh,LGR2 inh,PglD DTNB
CCCn1cc(CN2CCC(n3nccc3NC(=O)CCOc3ccccc3)CC2)c(C)n1,8,-4,-1,-1,-2,-11,9,-1
CCN(CC)S(=O)(=O)c1ccc(-c2nnc(SCc3nnc(-c4ccccc4)o3)o2)cc1,19,.,-7,-86,0,15,17,0
Cn1c(SCC(=O)N2CCN(c3ccccc3)CC2)nnc1-c1ccccc1,.,15,-26,-12,-1,-8,.,-6
Cc1ccc(-c2cnc3c(c2)C(=O)N([C@@H](C)CO)C[C@@H](C)[C@H](CN(C)C(=O)c2cccnc2)O3)cc1,12,.,-2,14,3,9,-9,2
Cc1ccc2oc(/N=C(\N)NC(=O)C(C)(C)C)nc2c1,7,29,12,.,0,-1,100*,2
Cc1cc(C)n(-c2nc3ccccc3nc2N2CCN(S(=O)(=O)c3ccc(F)c(C)c3)CC2)n1,9,.,-4,?,3,1,-8,-1
CC(C)CC(CC(C)C)=NNC(=O)c1ccc(CSc2nncn2C)cc1,1,23,-2,3,-1,6,5,0
Cc1c(/C=N/n2cnnc2)c2ccccc2n1CCOc1ccc(Cl)cc1,.,25,6,0,-5,.,.,-3

The list goes on.
mol,GSIS activator,PAX8 inh HTS,ARNT TACC3 PPI,Statin myotox sup,Cneo AK release,PGC1a acetyl inh,LGR2 inh,PglD DTNB
CC(C)NC(=O)COC(=O)c1cncc(Br)c1,2,-11,-2,.,.,3,-3,.
CC(C)CN(C(=O)COC(=O)c1ccc2ccccc2c1)c1c(N)n(Cc2ccccc2)c(=O)[nH]c1=O,-12,-1,0,.,.,.,-1,.
C[C@H]1CN([C@@H](C)CO)S(=O)(=O)c2ccc(-c3ccc(F)cc3)cc2O[C@H]1CN(C)S(C)(=O)=O,-9,-1,2,-17,4,-24,0,7
O=C(C[C@@H]1CC[C@@H]2[C@H](COC[C@H](O)CN2C(=O)c2cccnc2)O1)NCc1ccc(Cl)cc1,16,-34,-13,8,-4,-2,-11,9
CCn1nccc1C(=O)NC1=C(C#N)CCC1,.,.,2,38,5,2,.,-3
Cc1cc(NC(=O)NC(C)(C(F)(F)F)C(F)(F)F)no1,2,7,-2,-4,-5,-5,-6,6
CC(C)(C)SCCNC(=O)COc1ccc(Cl)cc1,-7,.,-4,0,-1,-4,-17,3
CC1ON=C(c2ccccn2)N(Cc2ccc3c(c2)OCO3)C1=O (stereo not drawn),7,-25,.,-13,1,.,-2,-5
COc1cccc(-c2cnc3c(c2)C(=O)N([C@@H](C)CO)C[C@H](C)[C@H](CN(C)C(C)=O)O3)c1,25,.,-13,14,-1,-1,-8,1
CC(Sc1nnc(-c2cccs2)n1N)C(=O)NCC1CCCO1 (stereo not drawn),4,8,-24,.,.,9,2,.
C[C@@H]1CCCCO[C@H](CN(C)C(=O)Cc2ccccc2)[C@@H](C)CN([C@@H](C)CO)C(=O)c2cc(NC(=O)CCCN(C)C)ccc2O1,1,6,-1,.,-1,8,11,-2
C=CCn1c(CNC(=O)c2ccco2)nnc1SCC(=O)c1ccccc1,-12,-27,-2,.,.,7,3,.
CN(C)C(=S)SCC(=O)NC(=O)NC(C)(C)C,-1,-12,-4,9,3,0,-8,3
O=C([C@@H]1[C@@H](CO)[C@@H]2Cn3c(cccc3=O)[C@H]1N2CC1CCCCC1)N1CCOCC1,2,.,6,0,61,.,2,1
CCOC(=O)c1sc(N)c(C(N)=O)c1C,6,-17,2,.,3,3,4,2
Cc1ccc(S(=O)(=O)N(C)C)cc1NC(=O)COC(=O)CC1CCCC1,3,-1,1,-12,-2,.,10,-5
CC(Oc1ccc(Cl)cc1Cl)C(=O)NC1CCSC1=O (stereo not drawn),.,.,-4,10,0,.,.,0
Nc1cccc(C(=O)OCC(=O)NC2CCCc3ccccc32)c1 (stereo not drawn),-1,8,-5,.,.,5,3,.
COc1cccc(OCCn2cc(/C=N/NC(=O)c3ccncc3)c3ccccc32)c1,-25,1,-7,.,.,.,-10,.
O=C(CCCCCn1c(=S)[nH]c2ccc(N3CCOCC3)cc2c1=O)NCc1ccc(Cl)cc1,-10,7,-3,-63,3,2,20,-2
O=C(CNC(=O)c1ccc(OC(F)F)cc1)NCC1(N2CCOCC2)CCCCC1,-2,-10,3,10,3,-5,-12,0
COc1cccc(-c2nnc(SCC(=O)N3CCOCC3)o2)c1,16,.,.,.,0,10,-23,-6
COCCSc1ccccc1C(=O)Nc1cccnc1,.,.,.,-10,1,-10,.,-4
CCN(CC)C(=O)C1CCN(S(=O)(=O)c2ccc(C3CNC(=O)C3)cc2)CC1 (stereo not drawn),-1,4,-15,-6,-6,.,-3,5
Clc1ccccc1-c1ccc(/C=N/Nc2nncc(-c3ccccc3)n2)o1,15,29,0,.,.,.,-5,.
COc1ccc(C(O)c2ncc(-c3ccccc3OC)[nH]2)cc1F (stereo not drawn),.,13,.,-2,0,3,13,3
CC(=O)Nc1ccc(S(=O)(=O)Nc2cc3c(cc2C(C)=O)OCO3)cc1,9,-4,0,-1,3,.,7,2
O=C(C=Cc1cccs1)c1ccc(Cl)s1,-10,-30,.,-1,-1,1,-11,-4
COCc1cc(=O)[nH]c2cc(NC(=O)C(F)(F)F)c(C)cc12,.,.,25,.,-5,5,.,-1
O=C(CN1CCOc2ccccc21)NC1CC1,4,27,3,4,2,.,11,1
Cc1sc2ncnc(N3CCC(C(=O)NNC(=O)COc4ccccc4F)CC3)c2c1C,0,15,1,6,2,9,0,-2
COc1ccc(Cl)cc1NC(=O)NCCN1CCCCC1,-6,11,-2,-4,7,9,-2,-2
O=C(CCl)NCc1cc(-c2ccc(Cl)cc2)no1,-12,64*,-3,.,.,-52,15,.
CCN(CC)S(=O)(=O)c1ccc(S(=O)(=O)Nc2ccc3c(c2)oc2ccccc23)cc1,.,11,-2,7,1,.,.,-3
CC(/C=C/c1ccco1)=N\NC(=O)COc1ccc(C)c(C)c1,1,17,-4,.,.,-3,-3,.
CN(CC(=O)Nc1ccccc1C(=O)NC1CC1)Cc1ccc(Cl)cc1,.,3,-2,2,3,-9,8,4
COc1ccc(CCC(=O)NNC(=O)Nc2ccc(C(C)=O)cc2)cc1,3,3,-8,-1,-9,.,12,0
CC(C)CC#Cc1cnc2c(c1)C(=O)N([C@@H](C)CO)C[C@H](C)[C@@H](CN(C)C(=O)Nc1ccccc1F)O2,-24,.,4,.,-4,4,-17,-5
O=C(C1CC1)N1[C@H](CO)[C@H]2c3ccccc3N(S(=O)(=O)c3ccccc3)C[C@H]21,2,1,1,-1,1,4,3,-8

Screening results as filed in PubChem BioAssay.
